CSM14.1 death rescue = rescue of cells from ER stress-induced death, primary screen, 384-well, CSM14.1, thapsigargin, ATP luminescence (AID 1222); CSM14.1 thapsigargin-induced death rescue, ATP luminescence; higher % means a stronger effect; one-dose cellular ATP content (survival), % at 20 µM; EC50 in µM for titrated hits; 190,000 tested, under 10 active;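 active means EC50 below 50 µM in the dose-response confirmation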;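 further: death triggered by thapsigargin at about 15 µM added after 2 h compound pretreatment; cell ATP read after overnight thapsigargin exposure of roughly 18 to 22 hours; normalized against plate controls of thapsigargin alone and 5% DMSO vehicle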
Insulin prom up = MIN6 insulin promoter up-regulation; MIN6 insulin promoter-GFP reporter, high-content imaging; stronger effect = higher value; z-score at 5 µM; 190,000 tested, 0.3% active; AID 1625;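 active means z-score above 3 at 5 µM with at least 500 cells counted in the well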
b-catenin transl = modulators of beta-catenin nuclear translocation | HeLa beta-catenin nuclear translocation, immunofluorescence imaging | nuclear translocation activity, % at 5 µM | 190,000 tested, 0.3% active;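 active means nuclear translocation activity above 50% at 5 µM, with a well cell count of 50 or more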;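 further: per-cell ratio of nuclear to cytoplasmic median beta-catenin stain intensity; plate controls were DMSO negative control for no effect and GSK-3 inhibitor IX positive control for full effect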
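test system = HeLa cells, endogenous beta-catenin | dosing = single 5 µM dose plus 0.02–20 µM confirmation series | times = compound treatment 24 h, 37°C, 5% CO2 | technique = beta-catenin immunofluorescence imaging with DAPI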
Autophagy HCS = autophagy modulation, high-content screen | calls only at 10 µM (by protocol) | MEF GFP-LC3 puncta imaging; test concentration mostly 10 µM | 190,000 tested, 0.98% active | AID 463193;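 active means percentage of spot-positive cells more than 3 SD above its plate mean, without a fluorescence outlier flag or 80% toxicity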;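 further: spot-positive cell cutoff set from DMSO-treated cells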
MT stabilize HCS = stabilizes microtubules in HeLa cells; HeLa tubulin immunostaining HCS, 24 h; share of cells brighter than vehicle mean+2SD; % tubulin-high responders, % at 10 µM; 200,000 tested, 0.83% active; AID 2205;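 active means plate Z-score above 3 for both tubulin-high and condensed-nucleus cell shares, with cell loss under 80%, at 10 µM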;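 further: anti alpha tubulin signal scored within the nucleus-defined area of each cell; some results filed as inactive read as strong as hits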
WT yeast gro inh = growth inhibition of WT yeast, mitochondrial fusion screen; mitochondrial fusion phenotypic screen, WT strain; inhibition, % at 10 µM; 190,000 tested, 2.1% active; in the data active means inhibition above about 58%; tested in S. cerevisiae
Lipid droplet = modulators of hepatic lipid droplet formation; 240,000 tested, 0.4% active; AML12 mouse hepatocytes, oleate lipid droplets, BODIPY imaging; inhibition, % at 6.5 µM; AID 1656;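 active means lipid droplet intensity inhibited by at least 50%, with more than 500 cells counted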
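System: AML12 hepatocytes (mouse). Probe or stimulus: oleic acid at 100 µM to induce lipid droplet formation. Times: overnight treatment with compound plus oleate. Detection: Image-based BODIPY and DAPI two-channel analysis. Evaluation: percent inhibition of filter-corrected integrated lipid droplet intensity per well.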
XIAP displacement = small molecules displacing peptide from XIAP – biochemical, IAP family, fluorescence polarization (AID 1018). one-dose displacement, % at 20 µM; IC50 in µM for titrated hits. XIAP BIR domain, fluorescence polarization peptide displacement; higher % means a stronger effect. 200,000 tested, 0.007% active; in the data active means displacement above about 50%; further: a part of the inactive calls stands beside numbers as strong as those of hits
Dynein cargo inh = dynein cargo transport inhibition. z-score, hits read low. 3617.4 mouse cells, GR-EGFP nuclear translocation imaging; test concentration mostly 20 µM; stimulated with dexamethasone, 1 µM; stronger effect = lower value. 220,000 tested, 0.47% active;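 active means plate z-score of nuclear minus cytoplasmic receptor signal below a set negative limit, without overly bright fluorescence or cell loss, cut at about -3.5 in these data, passing the limit was not always enough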;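 further: z-score of nuclear minus cytoplasmic ring GR-EGFP intensity difference per well; some compounds called inactive have numbers as strong as hits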
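Schedule: 48 h induction, then 1 h compound, then 30 min agonist, 37 °C. Buffer or medium: tetracycline-free induction medium containing charcoal-stripped FBS. Reagent: 1.0 µM final dexamethasone stimulus. Evaluation: nuclear versus cytoplasmic GR-EGFP signal, averaged per well. Signal: high-content fluorescence imaging after fixation.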
WT yeast gro inh mutant strain = second read-out of WT yeast gro inh, no call of its own (marks repeat the call); inhibition, %; mitochondrial fusion phenotypic screen, mutant strain inhibition
Dynein cargo inh cytoplasmic EGFP = further read-out of Dynein cargo inh, marked with its call; z-score; measured here: cytoplasmic GR-EGFP intensity; stronger effect = higher value
Dynein cargo inh nuclear GR-EGFP = recorded beside Dynein cargo inh, whose call it bears; z-score; measured here: nuclear GR-EGFP intensity;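 lower value marks the stronger effect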
Dynein cargo inh cell count = further read-out of Dynein cargo inh, marked with its call; z-score; measured here: cell count per field
Insulin prom up cell count = also measured in Insulin prom up; calls as there; cell count; measured here: cytotoxicity, nuclei count;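 total cells summed across four imaged fields per well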
Lipid droplet cells 6.5 µM = second read-out of Lipid droplet, no call of its own (marks repeat the call); cell count; measured here: cell count, cytotoxicity flag;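 cells counted across two imaged fields per well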
b-catenin transl cell count 5 µM = second read-out of b-catenin transl, no call of its own (marks repeat the call); cell count; measured here: cell count, cytotoxicity flag
MT stabilize HCS Hoechst-high % = second read-out of MT stabilize HCS, no call of its own (marks repeat the call); % Hoechst-high responders; measured here: nuclear condensation Hoechst responders;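 share of cells brighter than vehicle mean plus two SD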
MT stabilize HCS cytotoxicity % = also measured in MT stabilize HCS; calls as there; toxicity, %; measured here: cytotoxicity by cell density;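 0% = mean cell density of plate MIN control wells and 100% = no cells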
Autophagy HCS cell loss 18 h = further read-out of Autophagy HCS, marked with its call; toxicity, %; measured here: cell loss, nuclei count;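 cell loss after 18 h compound exposure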
* hit, by the source's call; i = inactive; · = not tested or not shown; + = active, no number.

The line under a structure holds: CSM14.1 death rescue | Insulin prom up | Insulin prom up cell count | b-catenin transl | b-catenin transl cell count 5 µM | Autophagy HCS | Autophagy HCS cell loss 18 h | MT stabilize HCS | MT stabilize HCS Hoechst-high % | MT stabilize HCS cytotoxicity % | WT yeast gro inh | WT yeast gro inh mutant strain | Lipid droplet | Lipid droplet cells 6.5 µM | XIAP displacement | Dynein cargo inh | Dynein cargo inh cytoplasmic EGFP | Dynein cargo inh nuclear GR-EGFP | Dynein cargo inh cell count
Cc1cccc(NS(=O)(=O)c2cc(C(=O)OC(C)C(=O)NCc3ccc4c(c3)OCO4)ccc2C)c1 (stereo not drawn)
  -1.0% | -0.88 | 1460 | -3.2 | 1118 | i | 5.2 | 4.2 | 3.1 | 10.4 | -3.2 | 4.7 | -13.3 | 335 | -4.4% | 0.838 | -0.249 | 0.493 | -0.658
Cc1cc(C)n(CCc2nc3c4ccccc4n(CC#N)c(=O)n3n2)n1
  -1.0% | -1.01 | 917 | · | · | i | 9.9 | 2.3 | 1.7 | 11.5 | -7.5 | 1.9 | 3.1 | 751 | -1.0% | 0.327 | -0.179 | 0.0496 | -0.249
CC(=O)NN1C(=O)c2ccc(Oc3cccc([N+](=O)[O-])c3)cc2C1=O
  4.2% | · | · | · | · | i | 1.4 | 0.9 | 1.7 | 8.1 | 10.9 | -2.4 | · | · | -4.2% | 1.51 | -0.227 | 0.95 | -0.586
COc1cc(SC)ccc1C(=O)NCc1ccc(C)cc1
  0.2% | 0.07 | 1644 | 0.3 | 1373 | i | 40.1 | 1.7 | 1.2 | 5.9 | 14.4 | 0.8 | · | · | -2.6% | -0.31 | 0.0146 | 0.0555 | -0.124
COc1cc([C@H]2[C@@H]3CCCC[C@]3(O)CCN2Cc2ccccc2F)ccc1O
  -2.1% | 0.93 | 1356 | -0.5 | 910 | i | 6.8 | 3.0 | 2.3 | 6.1 | 12.0 | 11.8 | · | · | -0.7% | -0.0857 | -0.167 | 0.304 | -1.27
COc1ccc(Cn2c(O)c(C=Nc3ccc(O)cc3)c3ccccc3c2=O)cc1
  0.8% | -0.46 | 1391 | -1.4 | 985 | i | -2.2 | 1.0 | 2.0 | 2.1 | 64.5* | 16.6* | 22.5 | 599 | 2.8% | -0.488 | -0.132 | 0.345 | -0.415
Cc1occc1C(=O)N/N=C/C=C/c1ccccc1
  · | -0.59 | 1337 | -2.5 | 1121 | i | -22.6 | 1.5 | 2.0 | 7.7 | 12.2 | 23.5 | 3.8 | 687 | -6.6% | 0.261 | -0.278 | 0.286 | 0.107
COc1cc(-c2nn3c(-c4ccccc4)nnc3s2)cc(OC)c1OC
  4.5% | -3.85 | 976 | -3.3 | 872 | + | 0.2* | 1.8 | 1.6 | 7.9 | 7.0 | -1.0 | · | · | -4.6% | -0.491 | -0.196 | -0.126 | 0.0521
COc1ccc(NC(=O)CCS(=O)(=O)c2cccc3nonc23)c(OC)c1
  -2.1% | 0.49 | 1195 | -1.0 | 1033 | i | 6.0 | 6.1 | 2.0 | 11.3 | 6.1 | -0.3 | -2.2 | 713 | -8.4% | -1.16 | -0.175 | -0.41 | 0.244
CC1(C)CC(=O)c2c(O)c(-c3ccccc3)c(=O)n(-c3ccccc3)c2C1
  3.8% | -0.34 | 1309 | · | · | i | -7.7 | 3.0 | 2.6 | 4.4 | -11.4 | 11.9 | -7.0 | 730 | -2.1% | -0.532 | -0.316 | -0.364 | 0.27
CC(C)COc1ccc(C(=O)Nc2ccc(NC(=O)c3ccco3)c(Cl)c2)cc1
  -0.5% | 1.47 | 644 | · | · | i | 3.9 | 1.5 | 1.1 | 2.3 | 5.3 | 12.7 | -5.4 | 702 | -18.8% | 2.56 | 0.17 | 1.22 | -1.3
COc1ccc2c(C)c(C(=O)O)oc2c1
  -0.7% | 0.47 | 857 | · | · | i | 28.6 | 2.2 | 1.3 | 9.2 | -8.1 | -11.7 | · | · | -7.4% | -0.304 | -0.451 | 0.0198 | 0.508
CC(C)Oc1cccc(C(=O)C2CCCN(Cc3cnc(N4CCCC4)s3)C2)c1 (stereo not drawn)
  2.0% | · | · | 0.8 | 1519 | i | -9.6 | 2.3 | 1.7 | 6.0 | 33.8 | 22.3 | -11.2 | 689 | -3.3% | -0.278 | -0.231 | -0.245 | 0.605
Nn1c(SCc2ccccn2)nncc1=O
  -1.2% | -0.14 | 1590 | -4.0 | 1118 | i | 17.5 | 2.9 | 1.2 | 9.1 | -16.7 | -15.0 | -5.8 | 666 | -2.0% | -1.02 | -0.259 | -0.402 | 1.3
COc1ccc(CCNC(=O)c2c(C)nc3ccccn23)cc1OC
  -0.6% | 0.44 | 1499 | -2.3 | 1074 | i | 10.1 | 2.8 | 1.6 | 15.0 | 2.4 | 3.0 | -3.5 | 756 | -13.8% | 1.53 | 0.12 | 1.71 | -1.57
COc1ccc(N2C(N)=NC(N)=NC2(C)C)cc1
  0.9% | -1.74 | 1272 | -1.9 | 1498 | i | 20.2 | 2.3 | 1.4 | 3.5 | -32.4 | -16.4 | · | · | -3.0% | -0.0267 | -0.164 | -0.663 | -0.149
Cc1csc(=O)n1CC(=O)OCc1cccc2ccccc12
  -0.1% | 0.21 | 1123 | -0.5 | 1143 | i | -10.9 | 1.4 | 4.8 | 12.5 | 4.7 | -7.5 | -7.0 | 759 | -8.2% | 1.08 | -0.184 | 0.705 | 0.174
Cc1cc2c(cc1C)N(CC(=O)N1CCCC1)C(=O)CC(c1ccccc1)=N2
  -0.6% | -1.07 | 874 | · | · | i | 1.2 | 1.2 | 1.1 | 8.6 | 5.7 | 16.6 | -4.6 | 779 | -1.8% | -0.822 | -0.00764 | -0.126 | 0.74
O=C1c2cccnc2C(=O)N1Cc1ccccc1
  0.3% | 0.47 | 1167 | -3.4 | 1239 | i | -7.3 | 3.3 | 2.0 | 5.8 | 6.7 | 2.7 | 6.2 | 740 | -5.3% | 0.229 | -0.0197 | 0.492 | -0.327
CC1C/C=C/C=C/C=C/C=C/C(O[C@@H]2O[C@H](C)[C@@H](O)[C@H](N)[C@@H]2O)CC2OC(O)(CC(O)CC3OC3/C=C/C(=O)O1)CC(O)C2C(=O)O (stereo partly drawn)
  -0.6% | · | · | · | · | i | 6.9 | 2.5 | 1.1 | 6.0 | -16.9 | 2.3 | -12.4 | 753 | -3.2% | -0.171 | -0.226 | 0.406 | -0.118
O=C1NC(=S)S/C1=C\c1coc2ccccc2c1=O
  3.3% | -1.1 | 1539 | -0.4 | 1085 | i | 6.4 | 2.2 | 2.6 | 2.4 | -16.7 | -37.6 | -6.1 | 648 | -2.6% | 0.271 | -0.192 | 0.158 | -0.752
COC(=O)Cc1[nH]nc2c1C1(CCSCC1)C(C#N)=C(N)O2
  -1.4% | · | · | · | · | i | 6.9 | 3.5 | 0.2 | 51.2 | -12.3 | -10.7 | 11.9 | 795 | -4.0% | 2.53 | -0.222 | 2.35 | -2.27
CCCN1CNC(=S)N(CCc2ccccc2)C1
  0.2% | -0.03 | 1410 | -3.3 | 1109 | i | 0.6 | 6.8 | 3.4 | 6.6 | -4.0 | 1.6 | 2.8 | 643 | -0.9% | -0.318 | -0.294 | -0.429 | 0.805
CC(Sc1ccsc1[N+](=O)[O-])C(=O)NCc1ccco1 (stereo not drawn)
  0.6% | 1 | 1180 | -0.2 | 1074 | i | -1.8 | 2.7 | 2.8 | 11.1 | -1.2 | -3.5 | -4.0 | 747 | -4.0% | 0.549 | -0.127 | 0.472 | 0.523
c1ccc(-n2c(SCc3ccncc3)nnc2-c2ccco2)cc1
  -0.2% | 1.23 | 1090 | 2.5 | 781 | i | 14.2 | 4.4 | 1.1 | 7.7 | -1.1 | -0.7 | · | · | -0.6% | -0.2 | -0.165 | 0.229 | 0.177

Among those listed so far, five contain a furan ring, fused or not:
The line under a structure holds: CSM14.1 death rescue | Insulin prom up | Insulin prom up cell count | b-catenin transl | b-catenin transl cell count 5 µM | Autophagy HCS | Autophagy HCS cell loss 18 h | MT stabilize HCS | MT stabilize HCS Hoechst-high % | MT stabilize HCS cytotoxicity % | WT yeast gro inh | WT yeast gro inh mutant strain | Lipid droplet | Lipid droplet cells 6.5 µM | XIAP displacement | Dynein cargo inh | Dynein cargo inh cytoplasmic EGFP | Dynein cargo inh nuclear GR-EGFP | Dynein cargo inh cell count
Cc1occc1C(=O)N/N=C/C=C/c1ccccc1
  · | -0.59 | 1337 | -2.5 | 1121 | i | -22.6 | 1.5 | 2.0 | 7.7 | 12.2 | 23.5 | 3.8 | 687 | -6.6% | 0.261 | -0.278 | 0.286 | 0.107
CC(C)COc1ccc(C(=O)Nc2ccc(NC(=O)c3ccco3)c(Cl)c2)cc1
  -0.5% | 1.47 | 644 | · | · | i | 3.9 | 1.5 | 1.1 | 2.3 | 5.3 | 12.7 | -5.4 | 702 | -18.8% | 2.56 | 0.17 | 1.22 | -1.3
COc1ccc2c(C)c(C(=O)O)oc2c1
  -0.7% | 0.47 | 857 | · | · | i | 28.6 | 2.2 | 1.3 | 9.2 | -8.1 | -11.7 | · | · | -7.4% | -0.304 | -0.451 | 0.0198 | 0.508
CC(Sc1ccsc1[N+](=O)[O-])C(=O)NCc1ccco1 (stereo not drawn)
  0.6% | 1 | 1180 | -0.2 | 1074 | i | -1.8 | 2.7 | 2.8 | 11.1 | -1.2 | -3.5 | -4.0 | 747 | -4.0% | 0.549 | -0.127 | 0.472 | 0.523
c1ccc(-n2c(SCc3ccncc3)nnc2-c2ccco2)cc1
  -0.2% | 1.23 | 1090 | 2.5 | 781 | i | 14.2 | 4.4 | 1.1 | 7.7 | -1.1 | -0.7 | · | · | -0.6% | -0.2 | -0.165 | 0.229 | 0.177

Screens (PubChem BioAssay)
